Screens deposited in PubChem by National Center for Advancing Translational Sciences (NCATS).
SNCA expr inhib – inhibitors of alpha-synuclein (SNCA) gene expression | HEK-293 SNCA-luciferase knock-in, luminescence, 24 h | Potency, µM (titrated, usually from 57.2 µM), without a hit: at the top dose activity change, negative = inhibition, usual class: inhibitors | 140,000 tested, 0.17% active | AID 1671194;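 further: potency means the concentration at half of the fitted maximal effect; plate controls were DMSO cells for no effect and cell-free wells for full effect; nearly all actives have a fitted effect of over 45% in size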
HEK cytotox – kills HEK 293 cells; HEK 293 viability, ATP luminescence (CellTiter-Glo), 48-72 h; Potency, µM (series often up to 115 µM), for the others: top-dose activity change, negative = cytotoxicity, actives largely listed as inhibitors; 94,000 tested, 6.6% active; AID 1345083; further: potency means the concentration at half of the fitted maximal effect; nearly all actives have a fitted effect of over 60% in size
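ATP-coupled CellTiter-Glo luminescence served as viability read-out, recorded 10 min after reagent addition at room temperature. HEK 293 cells, 250 cells/well, had been incubated with pintool-transferred compound for 48 or 72 hr at 37 degree Celsius.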
IP6K1 inhibitor – blocks human inositol hexakisphosphate kinase 1 | Q92551 | IP6K1 kinase, ADP-Glo luminescence, 2 h; stronger effect = lower value | activity change, % (series mostly up to about 58 µM) | 140,000 tested, 0.81% active | AID 1645851; in the data active means activity change below about -25%
Target sequence (Q92551 whole entry, looked up): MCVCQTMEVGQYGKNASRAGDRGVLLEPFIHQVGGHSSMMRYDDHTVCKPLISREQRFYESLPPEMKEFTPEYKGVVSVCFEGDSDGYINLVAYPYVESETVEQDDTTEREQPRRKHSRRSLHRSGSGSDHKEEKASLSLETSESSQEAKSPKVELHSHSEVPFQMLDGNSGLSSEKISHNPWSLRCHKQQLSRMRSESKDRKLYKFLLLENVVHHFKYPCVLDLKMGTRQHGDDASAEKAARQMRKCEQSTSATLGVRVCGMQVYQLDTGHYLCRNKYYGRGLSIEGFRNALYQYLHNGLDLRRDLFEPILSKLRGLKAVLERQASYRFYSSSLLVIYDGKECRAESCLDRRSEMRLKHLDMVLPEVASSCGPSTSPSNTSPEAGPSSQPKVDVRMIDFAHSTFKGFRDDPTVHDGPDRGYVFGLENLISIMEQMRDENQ
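ADP-Glo luminescence measures ADP made by human IP6K1 during a 2 h RT reaction with ATP/IP6 (mix at 1.3 mM/130 uM); top library doses 57.5 and 19.1 uM final.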
SNCA viab count – reduces viability of HEK-293 SNCA reporter cells; HEK-293-SNCA-luc viability, GF-AFC fluorescence, 24 h; Potency, µM (highest dose often 57.1 µM), for inactives: at the highest dose activity change, negative = cytotoxicity, most hits filed as cytotoxic; 150,000 tested, 0.12% active;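 further: potency means the concentration at half of the fitted maximal effect; 0% = DMSO-treated cells and -100% = medium-only wells without cells; nearly all actives have a fitted effect of over 30% in size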
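Cytotoxicity counterscreen: after 24 h compound treatment of genome-edited SNCA-luciferase HEK-293 cells, live-cell protease substrate GF-AFC read by fluorescence after 30 min; activity scaled between DMSO (0%) and medium-only (-100%), curves Hill-fitted.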
NIH3T3 tox – cytotoxic compounds in NIH 3T3 cells | 94,000 tested, 4.3% active | Potency, µM (top dose mostly 96.7 µM), inactives show at the top dose activity change, negative = cytotoxicity, hits mostly inhibitors | NIH 3T3 viability, CellTiter-Glo ATP luminescence, 48-72 h; further: potency means the concentration at half of the fitted maximal effect; nearly all actives have a fitted effect of over 55% in size
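Cytotoxicity was measured by CellTiter-Glo ATP luminescence after 48 or 72 h compound exposure at 37 °C. Mouse NIH 3T3 fibroblasts were seeded at 400 cells/well and dosed by 23 nL pin transfer.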
FLuc inh – Photinus pyralis luciferase inhibition; P08659; Potency, µM (highest dose often 115 µM), for the others: at the highest dose activity change, negative = inhibition, actives largely listed as inhibitors; purified P. pyralis luciferase, luminescence, biochemical; AID 1347043; 76,000 tested, 2.5% active; further: potency means the concentration at half of the fitted maximal effect; nearly all actives have a fitted effect of over 65% in size
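Cell-free enzyme assay, 10nM P. pyralis luciferase, luciferin and ATP each at 10uM. Inhibition profiled over a 6-point titration, read as luminescence.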
GPT2 inh – blocks human glutamate pyruvate transaminase 2 | Potency, µM (doses to about 57.7 µM), without a hit: at the top dose activity change, negative = inhibition, hits mostly inhibitors | 100,000 tested, 0.25% active | Q8TD30 | Recombinant GPT2, coupled pyruvate oxidase/HRP Amplex Red fluorescence; further: potency means the concentration at half of the fitted maximal effect; nearly all actives have a fitted effect of over 60% in size; many of its hits are not listed in these tables
Target sequence (Q8TD30 whole entry, looked up): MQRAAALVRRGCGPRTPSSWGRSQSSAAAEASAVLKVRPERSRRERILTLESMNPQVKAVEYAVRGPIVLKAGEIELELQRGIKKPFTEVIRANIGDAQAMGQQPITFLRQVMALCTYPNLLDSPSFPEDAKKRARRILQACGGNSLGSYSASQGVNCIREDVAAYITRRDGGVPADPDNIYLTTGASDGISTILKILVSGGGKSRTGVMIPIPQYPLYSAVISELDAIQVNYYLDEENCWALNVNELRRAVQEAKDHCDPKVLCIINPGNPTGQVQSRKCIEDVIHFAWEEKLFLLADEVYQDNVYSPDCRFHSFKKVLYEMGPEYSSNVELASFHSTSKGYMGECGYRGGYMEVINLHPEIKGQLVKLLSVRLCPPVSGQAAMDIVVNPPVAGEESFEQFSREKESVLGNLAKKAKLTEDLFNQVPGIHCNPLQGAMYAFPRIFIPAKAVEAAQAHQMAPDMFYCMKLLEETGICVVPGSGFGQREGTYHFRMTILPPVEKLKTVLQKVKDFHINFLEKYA
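Inhibition is scored from Amplex Red fluorescence generated when pyruvate oxidase and HRP act on pyruvate released by GPT2. Reactions contain 10ng/uL enzyme, 250uM a-KG and 2mM L-alanine and run 30 min at room temperature.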
Numbers without * were called inactive; i = inactive; u = inconclusive; x = no result given; [ ] = remark or other dose. Unless noted, the call rests on the fitted dose curve; in most records, active means well fitted curve in the direction sought with a large enough effect; inconclusive means small, poorly fitted or top-dose-only effect, or another doubt; inactive means no such curve, though single readings can be large; an effect the other way counts as inactive or inconclusive. Unless noted, on the % scale 0 is the no-effect control and ±100 the full control effect. These rows are one share of the data (hit frequency here may not be typical).

Molecule,SNCA expr inhib,SNCA viab count,GPT2 inh,NIH3T3 tox,IP6K1 inhibitor,HEK cytotox,FLuc inh
CC(C)NC(=O)c1ccc2c(c1)N(Cc1cccc(Cl)c1)C(=O)c1ccccc1S2=O (centres undefined),40.5%[activator],-8.8%,x,x,5.2,x,x
NC(=O)[C@@H]1C[C@@H](O)[C@H](O)[C@@H]2NC(=S)N(CC3CCCCC3)[C@@H]21,9.0%[87.6 µM],4.0%[87.6 µM],-6.8%[88.5 µM],i,11.7,0.6%[172 µM],-6.0%[172 µM]
CC(=O)c1cccc(-n2c(=O)c3c4c(sc3n(CC(=O)c3ccccc3)c2=O)CN(C(C)=O)CC4)c1,21.7%,0.9%,x,x,1.9,x,x
CN1C(=O)CS(=O)C12CCN(C(=O)CCCc1ccccc1)CC2 (centres undefined),1.1%,2.4%,i,3.2%,5.9,2.0%,0.0%
CCCCN1C(=O)c2ccccc2C(C(=O)NC(C)C)C12CCCCC2 (centres undefined),3.3%,0.4%,i,-11.8%,-4.2,-7.9%,8.1%
CC(C)C(=O)N1CCC2(CC1)CC(N(Cc1ccc(F)cc1)C1CC1)CCO2 (centres undefined),-12.8%,-3.2%,-11.6%,-24.0%,11.8,u,12.1%
COCCN1CCCCCC(O)c2cc(C(=O)NCCCN3CCCC3=O)ccc21 (centres undefined),-2.9%,-25.8%,i,-5.3%,2.8,-4.2%,2.0%
O=C(c1ccc(C(F)(F)F)s1)N1CCCN(c2nnc3ccccn23)CC1,-9.6%,-0.3%,-8.1%,-6.9%,8.8,-12.8%,-9.2%
CC(=O)c1ccc(NC(=O)N[C@H]2CO[C@H]3[C@@H]2OC[C@@H]3Nc2nccc(-c3cccs3)n2)cc1,1.7%,-8.9%,-2.9%,-0.7%,-4.8,4.1%,1.1%
CCOc1ccc(CCNC(=O)c2cc3c(-c4ccc(OC)c(OC)c4)nn(C)c3s2)cc1OCC,44.3%[activator],-16.7%,x,x,2.9,x,x
O=C(CN1C(=O)NC(c2ccc(Cl)cc2)C2=C1COC2=O)Nc1ccc(F)c(Cl)c1 (centres undefined),u,u,u,39.8µM*,-4.7,u,-25.7%
CCc1ccc(C(=O)N2CCC(n3cnnc3-c3ccccc3)CC2)cc1,-17.5%,6.3%,1.0%,-7.9%,-0.7,1.0%,-7.4%
CCOC(=O)c1cc2c(=O)n3ccccc3nc2n(CC2CCCO2)c1=NC(=O)c1ccc(OCC)cc1 (centres undefined),28.5%,u,x,x,-9.1,x,x
CC1(C)[C@H](Cc2cc(CN3CCOCC3)on2)C[C@@H]1NC(=O)c1ccnc(Cl)c1,u,-11.1%[87.6 µM],-44.6%[88.5 µM],u,2.5,u,-21.2%[172 µM]
CCCN(CCC)S(=O)(=O)c1ccc2c(c1)N(CC(=O)NC(C)c1ccccc1)C(=O)CS2 (centres undefined),u,u,x,x,7.9,x,x

Reprinted from the part before: six compounds, then new ones.
Molecule,SNCA expr inhib,SNCA viab count,GPT2 inh,NIH3T3 tox,IP6K1 inhibitor,HEK cytotox,FLuc inh
CCOc1ccc(CCNC(=O)c2cc3c(-c4ccc(OC)c(OC)c4)nn(C)c3s2)cc1OCC,44.3%[activator],-16.7%,x,x,2.9,x,x
O=C(CN1C(=O)NC(c2ccc(Cl)cc2)C2=C1COC2=O)Nc1ccc(F)c(Cl)c1 (centres undefined),u,u,u,39.8µM*,-4.7,u,-25.7%
CCc1ccc(C(=O)N2CCC(n3cnnc3-c3ccccc3)CC2)cc1,-17.5%,6.3%,1.0%,-7.9%,-0.7,1.0%,-7.4%
CCOC(=O)c1cc2c(=O)n3ccccc3nc2n(CC2CCCO2)c1=NC(=O)c1ccc(OCC)cc1 (centres undefined),28.5%,u,x,x,-9.1,x,x
CC1(C)[C@H](Cc2cc(CN3CCOCC3)on2)C[C@@H]1NC(=O)c1ccnc(Cl)c1,u,-11.1%[87.6 µM],-44.6%[88.5 µM],u,2.5,u,-21.2%[172 µM]
CCCN(CCC)S(=O)(=O)c1ccc2c(c1)N(CC(=O)NC(C)c1ccccc1)C(=O)CS2 (centres undefined),u,u,x,x,7.9,x,x
CCCCOc1ccc(C(=O)N2CCN(CCc3ccccn3)CC2)cc1,-7.5%,u,x,x,-14.7,x,x
Cc1cccc(N(C)C(=O)C(Cc2ccccc2)NS(=O)(=O)c2cccc3nsnc23)c1 (centres undefined),-15.5%,u,x,x,-10.7,x,x
Cc1ccc(-c2noc([C@@H]3Cc4nc[nH]c4CN3C(=O)Nc3cccc(F)c3)n2)cc1,13.9%[87.6 µM],u,-25.7%[88.5 µM],u,6.2,79.4µM*,10µM*
N#CCCN1C[C@H]2COc3ccccc3[C@H]2N(C(=O)c2ccc(F)cc2)CCC1=O,x,x,x,u,-16.9,-18.5%,x
O=C(CCC(=O)N1CC2CCCN2c2ccccc21)NCc1ccccc1F (centres undefined),54.8%[activator],-6.2%,x,x,28.0,x,x
O=C(NCCCc1ccccc1)c1n[nH]c2c1CN(C(=O)c1cccc(Cl)c1)CC2,16.8%,-15.5%,1.5%,35.5µM*,5.3,u,x
O=C(Cc1ccc(F)cc1)NC1CCN(Cc2cccc(-c3ccc(F)c(F)c3)c2)CC1,u,-8.7%,-5.0%,-26.1%,0.0,-0.3%,x
COc1cccc(NC(=O)CSc2c3c(nc4ccccc24)CCCC3)c1,u,u,x,x,-9.2,x,x
C[S+](=O)([O-])N1CCC(c2nnc3n2C(C(=O)NCc2ccccc2Cl)CC3)CC1 (centres undefined),13.7%[87.6 µM],1.9%[12.5 µM],i,-12.4%[138 µM],13.7,-1.2%[172 µM],x
CC(C)c1ccc2oc(-c3cc(NC(=O)c4cccs4)ccc3Cl)nc2c1,79.6%[activator],10.5%,x,x,-13.8,x,x
Cc1c(Cl)cccc1NC(=O)CSc1ncc2c(n1)-c1ccccc1N(C)S2(=O)=O,-5.9%,-12.1%,x,x,16.3,x,x
CN(Cc1ccccc1)c1ccc(-c2nc(-c3ccco3)no2)cc1[N+](=O)[O-],68.9%[activator],14.4%,x,x,-6.7,x,x
Cc1nn(-c2nc(-c3ccc(F)cc3)cc(C(F)(F)F)n2)c(C)c1Br,-2.5%,15.9%,x,x,-10.3,x,x
COCC(=O)N[C@@H]1CN(Cc2cc(F)c(F)c(F)c2)C[C@H]1CO,-11.6%,-18.9%,-3.3%,3.2%,-6.2,i,4.6%
O=C(Cc1cccs1)NC1CC(=O)N(c2cccc(F)c2)C1 (centres undefined),15.2%,6.2%,x,x,11.0,x,x
Cc1cc(C)n(-c2nc3ccccc3nc2Nc2cc(C(=O)O)ccc2C)n1,21.7%,1.1%,x,x,-14.0,x,x
Cc1nc(N2CCN(C(=O)C(C)Oc3ccccc3)CC2)cc(C(F)(F)F)n1 (centres undefined),-10.0%,-3.7%,-9.5%,u,0.0,u,2.0%
CN(Cc1ccccc1)c1ccc2cc(S(=O)(=O)N3CCCCC3)ccc2n1,25.1µM*,3.3%,x,x,-0.8,x,x
CCc1nc(-c2c3n(c(=O)n(CC(=O)NCc4ccc(F)cc4)c2=O)CCCC3)no1,5.1%,1.2%,-3.8%,4.8%,31.8,12.7%,9.7%
Cc1cccc(C(=O)N2C[C@@H](F)C[C@H]2C(=O)N2CCc3ccccc3C2)c1,7.8%,-2.2%,2.8%,-25.3%,-7.7,-3.8%,-9.7%
Cn1ccc2c(OCC(=O)NCc3ccccc3)cccc2c1=O,24.4%,7.6%,x,x,2.6,x,x
Cc1nn(CCCC(=O)NCc2ccccc2)c(=O)c2c1sc1ccccc12,-15.3%,-27.9%,x,x,-10.9,x,x
Cc1ncsc1CN1CCCCC1c1nc(CCOc2ccc(F)cc2)no1 (centres undefined),u,4.1%,-6.0%,u,13.1,15.8µM*,1.6%
Cc1ccc(C(=O)NC2CCN(c3ccc(F)cc3)C2=O)c(C)c1 (centres undefined),-9.6%,15.3%,-11.1%,i,3.5,-4.5%,-0.4%
O=C(CSc1nnc(-c2ccc(O)cc2)o1)c1ccc(Br)cc1,-2.1%,-10.2%,x,x,-12.8,x,x
COc1ccccc1N1CCN(S(=O)(=O)c2c(C)sc3ncn(CC(=O)Nc4ccccc4F)c(=O)c23)CC1,2.51µM*,2.8%,x,x,4.3,x,x
CSc1ccccc1-c1nnc(NC(=O)c2ccc3c(c2)OCCO3)o1,19.8%,10.8%,x,x,1.8,x,x
Cn1cc(CN2CCOC[C@H]2c2ncc(-c3ccc(S(C)(=O)=O)cc3)[nH]2)c2ccccc21,u,u,0.1%,35.5µM*,-9.0,20µM*,-1.8%
CCC[C@H]1CN(Cc2snnc2C(C)C)C[C@@H]1NC(=O)COC,11.5%,-1.5%,i,-3.7%,-6.1,-5.0%,11.5%
O=C(c1ccccc1)N1CCCCC12Cc1ccccc1NC2=O (centres undefined),-12.7%[87.6 µM],-10.6%[87.6 µM],i,-24.6%[138 µM],20.5,u,-5.8%[172 µM]
Cc1ccccc1CN1CCCC2(Cc3ccccc3CNC2=O)C1 (centres undefined),-10.5%,6.3%,1.6%,-1.5%,6.4,-11.9%,x
COc1ccc(OC)c(CNC(=O)COc2ccc(NC(C)=O)cn2)c1,-10.8%,2.8%,-9.5%,-15.2%,-5.2,-7.9%,0.6%
CO[C@H]1C(=O)N(C2CCN(C(=O)c3ccccn3)CC2)[C@H]1c1ccncc1,3.9%,5.6%,-0.3%,-0.6%,8.1,i,x

Copied from the entries so far for reference:
Molecule,SNCA expr inhib,SNCA viab count,GPT2 inh,NIH3T3 tox,IP6K1 inhibitor,HEK cytotox,FLuc inh
O=C(CSc1nnc(-c2ccc(O)cc2)o1)c1ccc(Br)cc1,-2.1%,-10.2%,x,x,-12.8,x,x
COc1ccccc1N1CCN(S(=O)(=O)c2c(C)sc3ncn(CC(=O)Nc4ccccc4F)c(=O)c23)CC1,2.51µM*,2.8%,x,x,4.3,x,x
